Screening results from PubChem BioAssay.
D2 antagonist = HTS Assay for Allosteric Antagonists of the Human D2 Dopamine Receptor: Primary Screen for Antagonists; HEK293 TREx D2 cells, calcium flux, dopamine EC80; inhibition, % at 10 µM; 340,000 compounds, 2% hits; in the data active = inhibition above about 30%; also: 0% is about no effect
Target sequence (P14416 whole entry, looked up): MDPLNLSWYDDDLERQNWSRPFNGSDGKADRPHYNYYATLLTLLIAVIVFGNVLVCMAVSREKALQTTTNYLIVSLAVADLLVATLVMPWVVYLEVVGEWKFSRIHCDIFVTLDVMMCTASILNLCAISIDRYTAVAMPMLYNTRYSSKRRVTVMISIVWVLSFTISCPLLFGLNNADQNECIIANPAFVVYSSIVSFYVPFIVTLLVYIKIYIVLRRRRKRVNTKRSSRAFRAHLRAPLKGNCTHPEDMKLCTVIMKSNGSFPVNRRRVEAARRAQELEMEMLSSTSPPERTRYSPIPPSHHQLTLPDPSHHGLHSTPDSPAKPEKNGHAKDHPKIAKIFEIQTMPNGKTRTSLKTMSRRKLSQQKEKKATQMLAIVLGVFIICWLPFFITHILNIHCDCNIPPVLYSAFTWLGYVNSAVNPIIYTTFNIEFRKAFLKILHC
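Read-out: kinetic calcium fluorescence (1 cycle/s) in inducible HEK293 T-REx D2 cells after an EC80 dopamine addition that followed 180 s compound preincubation. Loss of the dopamine response indicates antagonism.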
RXFP1 agonist = qHTS Assay for Agonists of the Relaxin Receptor RXFP1; Relaxin receptor 1 (Homo sapiens), Q9HBX9; HEK293T-RXFP1 cAMP TR-FRET, 30 min; response scale: percent of porcine relaxin response, buffer zero; Potency, µM (top dose mostly 57.5 µM), inactives show at the top dose activation, hits mostly activators; 370,000 compounds, 0.3% hits; AID 2676, 2010; active = well fitted activation curve with a large enough effect; inconclusive = small, poorly fitted or top-dose-only effect; also: potency is read from the fitted curve at half-maximal effect; % is scaled to controls: 0 for no effect and ±100 for the full control effect; nearly all actives have a fitted effect of over 60% in size; many of its hits are not listed in these tables
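Agonist response is measured as cAMP accumulation in an RXFP1-transfected HEK293T line under PDE4 inhibition. Values are scaled between buffer-only and 29 nM porcine relaxin, and EC50s come from standard Hill equation fits.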
D1 antag = Antagonist of Human D 1 Dopamine Receptor: qHTS. D(1A) dopamine receptor (Homo sapiens), P21728. HEK293 TREx D1 cells, calcium flux, dopamine EC80; hits give low values. activity change, negative = inhibition, % at 10 µM. 360,000 compounds, 3.2% hits; in the data active = activity change below about -30%; also: % is scaled to controls: 0 for no effect and ±100 for the full control effect
Target sequence (P21728 whole entry, looked up): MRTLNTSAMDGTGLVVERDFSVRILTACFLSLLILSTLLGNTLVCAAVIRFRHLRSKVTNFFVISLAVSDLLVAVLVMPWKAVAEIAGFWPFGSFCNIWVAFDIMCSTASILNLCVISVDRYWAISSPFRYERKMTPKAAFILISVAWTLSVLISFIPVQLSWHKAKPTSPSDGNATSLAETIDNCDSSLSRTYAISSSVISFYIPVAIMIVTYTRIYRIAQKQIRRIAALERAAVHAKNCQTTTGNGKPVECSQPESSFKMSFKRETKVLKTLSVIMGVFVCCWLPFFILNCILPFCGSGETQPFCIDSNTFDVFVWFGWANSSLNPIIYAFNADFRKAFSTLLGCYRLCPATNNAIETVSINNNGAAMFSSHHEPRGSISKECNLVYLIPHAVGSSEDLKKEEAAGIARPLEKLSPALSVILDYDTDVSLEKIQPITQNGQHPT
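Cells carrying a force-coupled, tetracycline-inducible human D1 receptor report calcium flux. Each well gets a 10 s baseline, compound with 180 s monitoring, then an EC80 dopamine stimulus with a second 180 s kinetic read.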
D2 potentiator = HTS Assay for Positive Allosteric Modulators of the Human D2 Dopamine Receptor: Primary Screen for Potentiators | D(2) dopamine receptor (Homo sapiens), P14416 | potentiation, % at 10 µM | 340,000 compounds, 0.34% hits | HEK293 T-REx D2, calcium flux, EC20 dopamine potentiation;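 active = potentiation over 3 SD above the plate norm, cut at about 30% in these data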; also: 0% is about no effect
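Tetracycline-induced HEK293 T-REx cells force-coupled to calcium signalling expressed D2; compounds were pin-added after a 10 s baseline, read kinetically 180 s, then an EC20 dopamine challenge followed with a further 180 s calcium read.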
RXFP1 antag = qHTS Assay for Antagonists of the Relaxin Receptor RXFP1; Relaxin receptor 1 (Homo sapiens), Q9HBX9; HEK293-RXFP1, relaxin-stimulated cAMP HTRF, 30 min; hits give low values; activity change, negative = inhibition, % at 57.5 µM; 350,000 compounds, 0.59% hits; AID 1259400, 2018;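 active = activity change of -60% or lower, but not beyond a set lower limit; inconclusive = change between -60% and -40%, or beyond the set limit; inactive = change above -40%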; also: % is scaled to controls: 0 for no effect and ±100 for the full control effect
D1 PAM = Potentiators of Human D1 Dopamine Receptor: qHTS; HEK293 TREx D1 cells, calcium flux, dopamine EC20 potentiation; potentiation, % at 10 µM; 360,000 compounds, 0.036% hits; AID 504651, 2011; in the data active = potentiation above about 30%; also: 0% is about no effect
TRHR PAM = qHTS for Small Molecule Agonists and Allosteric Enhancers of Human TRH Receptor: Primary Screen for Enhancers; Thyrotropin-releasing hormone receptor (Homo sapiens), P34981; TRHR cells, fluo-8 calcium fluorescence, EC20 TRH enhancement; enhancement, % at 2 µM; 360,000 compounds, 0.66% hits; AID 493056, 2011; in the data active = enhancement above about 30%; also: 0% is about no effect
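Enhancer read-out: after compound pinning and an initial kinetic agonist-mode read, an EC20 of TRH (10 nM final) was injected and fluo-8 calcium signal (Ex 480/Em 530) followed at 1 s/cycle for 100 cycles in TRHR-expressing cells.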
D1 agonist = Allosteric Agonists of the Human D1 Dopamine Receptor: qHTS. D(1A) dopamine receptor (Homo sapiens), P21728. HEK293 T-REx D1 cells, calcium flux, agonist mode. activation, % at 2 µM. 360,000 compounds, 1% hits; in the data active = activation above about 30%; also: 0% is about no effect
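Agonism was scored from calcium flux recorded over 180 s (1 read/s) after pintool compound addition, following a 10-cycle baseline. Cells were inducible force-coupled HEK293 TREx D1, plated overnight at 30 C and loaded with no-wash calcium dye.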
D2 ag = HTS Assay for Allosteric Agonists of the Human D2 Dopamine Receptor: Primary Screen for Agonists; D(2) dopamine receptor (Homo sapiens), P14416; HEK293 T-REx D2 cells, calcium flux agonist mode; activation, % at 2 µM; 340,000 compounds, 0.53% hits; AID 485358, 2010;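 active = activation over 3 SD above normal in the single-dose calcium agonist read, cut at about 30% in these data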; also: 0% is about no effect
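Agonism scored from kinetic calcium signal (1 read/sec, 180 s) following compound pin transfer, after a 10 s baseline. Cells: HEK293 Trex line expressing inducible D2 receptor coupled to calcium, dye-loaded after overnight culture at 30 C.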
* hit, by the source's call; ? = inconclusive; . = no result given.

SMILES | D2 antagonist | RXFP1 agonist | D1 antag | D2 potentiator | RXFP1 antag | D1 PAM | TRHR PAM | D1 agonist | D2 ag
Cc1ccc(-c2ccc(=O)n(CCC(=O)N3CCC4(CC3)OCCO4)n2)cc1 | -11 | -0.2% | 17 | -7 | 2 | -2 | -3 | 0 | 0.0
CCN1CCC2(CC1)NC(=O)c1ccccc1O2 | -10 | 1.1% | -10 | 21 | -8 | 1 | 13 | 2 | 0.7
O=C(Nc1ccncc1)c1cccn(Cc2ccccc2)c1=O | -4 | 0.4% | -28 | 2 | 13 | -8 | -3 | 14 | 0.0
CCCCCn1c(N)c(C(=O)NCCN2CCOCC2)c2nc3ccccc3nc21 | -8 | 3.7% | 9 | 5 | -4 | 1 | 0 | 15 | -1.2
CC(C)n1c(=O)c(C=Nc2cccc([N+](=O)[O-])c2)c(O)n(CCc2ccccc2)c1=O | -5 | 1.3% | -1 | 9 | -22 | 14 | 4 | 2 | 2.2
C/C=C(\C)C(=O)N[C@@H](c1ccccc1)[C@@H](O)C(=O)O[C@H]1C[C@@]2(O)[C@@H](OC(=O)c3ccccc3)C3[C@](C)(C(=O)[C@H](O)C(=C1C)C2(C)C)[C@@H](O)C[C@H]1OC[C@@]31OC(C)=O (stereo partly specified) | -25 | 1.0% | 22 | 18 | -3 | -2 | 5 | 2 | -0.1
COc1cc2c(cc1O)[C@@H]1Cc3ccc(OC)c(O)c3CN1CC2 | 75* | 0.3% | -90* | -12 | . | -7 | -2 | -1 | -0.9
Cc1cc(C=C2C(=O)N(C)C(=S)N(C)C2=O)c(C)n1-c1cccnc1 | -10 | 10% | -1 | 4 | -8 | -4 | 5 | 6 | 0.6
O=C1CCN(C(=O)CNC(=O)Cc2ccccc2)CC1 | 11 | 1.2% | 5 | -1 | -7 | 14 | -4 | 4 | 1.9
Oc1cc2c(cc1CN1CCN(c3ccccc3)CC1)CCC2 | 73* | 0.3% | 9 | -23 | -6 | -7 | -3 | 1 | -0.1
Cc1cccc(OC(C)C(=O)NCC2(N(C)C)CCCCC2)c1C (stereo unspecified) | . | -0.4% | 9 | -7 | -2 | 0 | -7 | 0 | 0.9
COc1cccc(-n2nc(C(=O)N3CCC4(CC3)OCCO4)c3ccccc3c2=O)c1 | 5 | 2.9% | 2 | 1 | -1 | 0 | 4 | 2 | 1.0
COCCCn1c(N)c(C(=O)Nc2ccccc2)c2nc3ccccc3nc21 | -1 | 0.1% | -21 | 6 | -8 | -2 | 0 | 2 | 1.1
CC1(C)CC(N(CCc2ccccc2)Cc2ccccc2)CCO1 (stereo unspecified) | -11 | 0.7% | 1 | 0 | -23 | -2 | 17 | 3 | -1.6
CCOP(=O)(Cc1ccccc1)OCC | -4 | -0.1% | -10 | -7 | . | 1 | 0 | 1 | -0.1
O=C(c1ccccc1)c1ccccc1N=Cc1c(O)[nH]c(=O)[nH]c1=O | . | 2.7% | -10 | . | -3 | -4 | 1 | 3 | .
O=C(CN1CCCC1=O)NCCc1ccccc1 | 3 | 2.5% | 5 | 20 | -29 | -3 | 0 | 3 | -1.3
CN(C/N=C(\N)N[N+](=O)[O-])S(=O)(=O)c1ccccc1 | 18 | 1.1% | 7 | 1 | 12 | -3 | 2 | 6 | 3.5
N/C(=N\[N+](=O)[O-])N1CCN(C(=O)OC2CCCC2)CC1 | -10 | 6.1% | -4 | 1 | 15 | 2 | 4 | 5 | 0.5
Cc1ccc(Cl)cc1-n1c(O)c(C=NCCCN2CCOCC2)c(=O)[nH]c1=O | 12 | -0.5% | 5 | 5 | -1 | -6 | 1 | 0 | 1.1
CCOc1c(P(=S)(N(C)C)N(C)C)c(C)nn1-c1ccccc1 | -8 | 0.2% | -8 | 0 | -8 | -13 | -1 | 1 | -0.9
O=C(Cc1ccccc1)N1CCN(C2CCCCCC2)CC1 | -14 | -1.1% | -4 | 8 | -11 | 6 | 2 | 1 | 0.2
Cc1ccc(C2=CCNCC2)cc1 | 20 | 0.3% | -14 | -15 | 18 | -4 | -2 | 6 | 1.2
O=C(NC1CN2CCC1CC2)c1cccc(Cl)c1 (stereo unspecified) | 2 | 0.5% | -4 | -4 | 14 | 3 | -7 | 3 | -0.3
O=C(O)C1C2CCC(O2)C1C(=O)Nc1cccc(Br)c1 (stereo unspecified) | -4 | -0.1% | 21 | -4 | -4 | -5 | -5 | -2 | 1.1

One compound at a time, as listed above:
CCOc1c(P(=S)(N(C)C)N(C)C)c(C)nn1-c1ccccc1 is entered as D2 antagonist: -8; RXFP1 agonist: 0.2%; D1 antag: -8; D2 potentiator: 0; RXFP1 antag: -8; D1 PAM: -13; TRHR PAM: -1; D1 agonist: 1; D2 ag: -0.9
O=C(CN1CCCC1=O)NCCc1ccccc1 is entered as D2 antagonist: 3; RXFP1 agonist: 2.5%; D1 antag: 5; D2 potentiator: 20; RXFP1 antag: -29; D1 PAM: -3; TRHR PAM: 0; D1 agonist: 3; D2 ag: -1.3
O=C(NC1CN2CCC1CC2)c1cccc(Cl)c1 (stereo unspecified) is entered as D2 antagonist: 2; RXFP1 agonist: 0.5%; D1 antag: -4; D2 potentiator: -4; RXFP1 antag: 14; D1 PAM: 3; TRHR PAM: -7; D1 agonist: 3; D2 ag: -0.3

Other compounds follow.
SMILES | D2 antagonist | RXFP1 agonist | D1 antag | D2 potentiator | RXFP1 antag | D1 PAM | TRHR PAM | D1 agonist | D2 ag
CNC(=O)O/N=C/c1nn(C(=O)C(C)(C)C)cc1Br | 5 | -0.2% | 3 | -6 | -13 | -2 | -2 | 0 | -0.6
Cc1cc(OCc2cc(C(=O)O)oc2C)c2c3c(c(=O)oc2c1)CCCC3 | 22 | 0.0% | 63 | 6 | 1 | -2 | 5 | 3 | 0.4
COC(=O)C1=C(c2c(C)noc2C)C[C@@H]2CC[C@H]1N2C(=O)NC1CCCCC1 | 1 | -3.8% | -10 | 2 | . | -5 | -1 | -1 | -1.0
O=c1c2ccccc2[nH]c(=S)n1-c1ccc2c(c1)OCCO2 | 3 | ? | -7 | -5 | -21 | 2 | 1 | 2 | -0.6
O=C(CNC(=O)OCc1ccccc1)NCC(=O)Nc1ccc(Br)cc1C(=O)c1ccccc1 | -3 | 0.8% | 15 | 7 | 13 | -5 | 8 | 9 | -1.1
CN1C[C@H](CO)C[C@@H]2c3cccc4[nH]cc(c34)C[C@H]21 | 96* | -3.5% | -42* | -33 | -5 | -7 | 1 | 1 | 84*
CC/C(=N\N1CCCCCC1)c1c(O)n(-c2ccc(C)cc2)c(=O)[nH]c1=O | -6 | 2.3% | 18 | -4 | -15 | 1 | 1 | 2 | 0.2
COc1cccc(C2SCC(=O)Nc3c2c(C)nn3-c2ccc(C)c(Cl)c2)c1OC (stereo unspecified) | . | -1.2% | -6 | 0 | -9 | -3 | 4 | 0 | .
Cc1cc(C=C2C(=O)N(C)C(=S)N(C)C2=O)c(C)n1C1CCCC1 | . | 3.2% | -1 | . | -4 | 5 | 2 | 0 | .
CCN(CC)C(=O)c1ccc2c(c1)C1C(Cl)C(Sc3ccccc3[N+](=O)[O-])CC1C(C(=O)O)N2 (stereo unspecified) | -18 | -0.9% | 7 | 3 | -29 | -2 | 9 | 0 | 0.1
O=C(NCC(c1cccnc1)N1CCOCC1)Oc1ccccc1 (stereo unspecified) | 8 | 0.1% | 12 | -4 | 2 | 0 | 6 | -2 | -0.2
Cc1c(C(=O)c2ccccc2)c2ccccc2n1C | -6 | -1.0% | -18 | -6 | 0 | 2 | -9 | 3 | 2.5
c1ccc2cc(C3N4CCCN34)ccc2c1 (stereo unspecified) | -6 | -2.2% | 6 | -5 | -12 | -2 | 0 | -1 | 0.0
CCCNC(=O)c1c(N)n(Cc2ccco2)c2nc3ccccc3nc12 | -6 | 2.9% | . | -11 | 6 | -2 | 10 | 3 | -0.4
O=C(Cn1c2c(c(-c3ccccc3Cl)cc1=O)CCC2)N1CCC2(CC1)OCCO2 | -14 | 1.1% | -10 | -3 | -15 | -1 | 5 | 2 | 0.1
C=CCn1c(O)c(C(C)=NCc2cccnc2)c(=O)[nH]c1=O | -13 | 15% | 8 | 4 | 4 | 0 | 0 | -2 | 0.6
Cc1ccc(CS(=O)(=O)CCC(=O)N2CCC3(CC2)OCCO3)cc1 | 10 | 0.9% | 5 | -7 | -1 | 0 | 0 | -2 | 0.6
Cc1cc(/C=C2\C(=O)NC(=O)N(c3ccccc3F)C2=O)c(C)n1-c1cc(C(=O)O)cc(C(=O)O)c1 | -18 | -0.9% | 5 | 6 | 9 | -1 | 0 | 1 | 0.3
CN1C(=O)C(=Cc2ccc(OCCN(C)c3ccccn3)cc2)C(=O)N(C)C1=O | 1 | -0.7% | -6 | 7 | -1 | -4 | -1 | 4 | 0.5
Cn1c(O)c(/C=N/N2CCOCC2)c(=O)n(-c2ccccc2)c1=S | -8 | -0.5% | 9 | 8 | -7 | 1 | 3 | 2 | 0.3
Clc1ccccc1N1CCN(Cc2ccc3c(c2)OCO3)CC1 | 60* | 1.9% | 23 | -17 | -17 | -12 | -9 | 4 | 71*
COC(=O)C1=C(c2cccc(OCc3ccccc3)c2)C[C@@H]2CC[C@H]1N2C(=O)NNCc1ccccc1 | -6 | -2.9% | -14 | -1 | . | -2 | -3 | 5 | -0.1
COc1ccccc1N1C(=O)NC(=O)C(CCc2ccncc2)(CCc2ccncc2)C1=O | 1 | -0.8% | 6 | 8 | -7 | 1 | 2 | 1 | -0.1
CCOC(=O)c1c(C)n(CCOC)c2ccc(O)cc12 | -11 | -1.2% | 5 | . | 5 | 0 | -3 | 0 | 3.6
O=C(Cn1cc(C(=O)c2ccccc2F)c2ccccc21)NC1CC1 | -6 | -0.5% | -8 | 10 | -9 | -1 | 0 | 0 | 0.2
CC(C)CN(C(=O)CN1CC=C(c2ccccc2)CC1)c1c(N)n(CC(C)C)c(=O)[nH]c1=O | . | 1.0% | -16 | . | -27 | 1 | 1 | 4 | .
COc1ccc(CN2C(=O)NC(=O)/C(=C\c3ccco3)C2=O)cc1 | -9 | -1.7% | -9 | 1 | -11 | -6 | -2 | 3 | 2.6

The list is partial. The share of hits here may be higher or lower than overall.
